# Tb PYK inh = inhibitors of Trypanosoma brucei pyruvate kinase. Q57TT1. Potency, µM (doses to about 76.8 µM), without a hit: top-dose activity, negative = inhibition, usual class: inhibitors. TbPYK enzyme, Kinase-Glo Plus ATP luminescence, 45 min. actives 0.12% (n = 410,000); further: potency means the concentration at half of the fitted maximal effect; on the % scale 0 is the no-effect control and ±100 the full control effect; nearly all actives have a fitted effect of over 50% in size
#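 Screened from lowest to highest concentration, compounds were pinned into TbPYK/substrate mixtures, and ADP (130 uM final) was added. Plates sat at room temperature for 45 min prior to Kinase-Glo Plus detection by luminescence.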
# LmPK inhibitor = LmPK (Leishmania mexicana) enzyme inhibition; Potency, µM (series often up to 57.5 µM), for inactives: at the top dose activity change, negative = inhibition, usual class: inhibitors; actives 0.37% (n = 290,000); purified LmPK, Kinase-Glo ATP luminescence, 1 h; AID 1721; further: potency means the concentration at half of the fitted maximal effect; on the % scale 0 is the no-effect control and ±100 the full control effect
# Target sequence (Q27686 whole entry, looked up): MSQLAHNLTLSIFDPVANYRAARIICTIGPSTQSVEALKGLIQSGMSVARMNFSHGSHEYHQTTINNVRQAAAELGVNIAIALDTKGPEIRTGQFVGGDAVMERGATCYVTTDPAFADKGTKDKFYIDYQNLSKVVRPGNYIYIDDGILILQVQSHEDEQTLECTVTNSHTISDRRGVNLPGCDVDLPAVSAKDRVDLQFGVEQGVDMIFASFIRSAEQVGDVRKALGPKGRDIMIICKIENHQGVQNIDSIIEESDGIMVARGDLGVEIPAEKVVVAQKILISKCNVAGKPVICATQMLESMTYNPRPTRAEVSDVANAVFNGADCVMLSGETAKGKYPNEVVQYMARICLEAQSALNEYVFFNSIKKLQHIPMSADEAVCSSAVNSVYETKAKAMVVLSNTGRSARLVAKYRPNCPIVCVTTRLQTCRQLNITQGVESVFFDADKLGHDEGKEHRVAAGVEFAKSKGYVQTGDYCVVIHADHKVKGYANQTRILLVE
#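 Screened at intermediate enzyme activity to detect both inhibitors and activators: LmPK at 0.1 nM, with a 0.5 nM enzyme column as activation reference. PEP 0.5 mM, ADP 0.1 mM; ATP detected by luminescence after 1 h.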
# Shiga inhibitor = Shiga toxin inhibition; inhibition, % at 38.7 µM; actives 9.2% (n = 290,000); Vero cells, Shiga toxin protein synthesis inhibition reporter; in the data active means inhibition mostly above about 28%, no sharp cut-off; inactive means mostly below about 43%; further: 0% is about no effect
# HCV inhibitor = inhibitors of hepatitis C virus infection; AID 651820; Huh7.5.1 HCVcc-Cre infection, luciferase reporter, 44 h; Potency, µM (titrated, usually from 41.8 µM), inactives show at the top dose activity change, negative = inhibition, actives largely listed as inhibitors; actives 3.4% (n = 340,000); further: potency means the concentration at half of the fitted maximal effect; on the % scale 0 is the no-effect control and ±100 the full control effect
#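 HCVcc-Cre virus at an moi near 0.5 was added right after compound to cells cultured 4 h from seeding (1,000 cells/well). Luciferase activity was determined 44 h later, 15 min after substrate addition at RT.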
# Pf growth 96h = inhibits malaria parasite growth, 96 h; P. falciparum luciferase reporter growth, 96 h; Potency, µM (series often up to 28.7 µM), without a hit: top-dose activity change, negative = inhibition, usual class: inhibitors; actives 6.9% (n = 320,000); AID 504834; further: potency means the concentration at half of the fitted maximal effect; on the % scale 0 is the no-effect control and ±100 the full control effect
#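 P. falciparum expressing integrated firefly luciferase, in erythrocytes at 2% hematocrit, 0.05% parasitemia, incubated with compounds 96 h at 37 C, 5% CO2. Growth inhibition read as loss of luminescence; two-generation exposure targets delayed-death apicoplast inhibitors.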
# CHX counter = affects cycloheximide protein synthesis inhibition readout, counter-screen; AID 2314; cell reporter, cycloheximide protein synthesis inhibition counterscreen; max response, %; actives 12% (n = 300,000); in the data active means max response mostly above about 13%, no sharp cut-off; inactive means mostly below about 14%; further: read at 38.3 µM for the half of the compounds with a filed dose; 0% is about no effect
# Pf growth 48h = P. falciparum growth inhibition at 48 hours (one generation); AID 504832; Potency, µM (top dose mostly 28.7 µM), for the others: top-dose activity change, negative = inhibition, actives largely listed as inhibitors; actives 5.9% (n = 310,000); P. falciparum luciferase growth in erythrocytes, 48 h; further: potency means the concentration at half of the fitted maximal effect; on the % scale 0 is the no-effect control and ±100 the full control effect
#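 First compound was added to culture medium, then infected red cells at 0.1% parasitemia and 2% hematocrit (final). After incubation at 37 C under 5% CO2, luciferase detection reagent was dispensed and light output recorded.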
# * hit, by the source's call; ? = inconclusive; . = not tested or not shown; & = joins results of further samples; [ ] = remark or other dose. Unless noted, the call rests on the fitted dose curve; in most records, active means well fitted curve in the direction sought with a large enough effect; inconclusive means small, poorly fitted or top-dose-only effect, or another doubt; inactive means no such curve, though single readings can be large; an effect the other way counts as inactive or inconclusive.
smiles	Tb PYK inh	LmPK inhibitor	Shiga inhibitor	HCV inhibitor	Pf growth 96h	CHX counter	Pf growth 48h
N#Cc1ccsc1NC(=O)CN1CCN(c2ccccc2)CC1	-4%	2%	12	-7%	34%[activator]	8	14%
COc1ccc(C(=O)Nc2ccc3nc(N4CCCCC4)cc(C)c3c2)cc1OC	1%&-2%	0%	-8	?	12µM*	-2	3.7µM*
COc1ccccc1NC(=S)N(CCCN1CCOCC1)Cc1cccs1	-1%	1%	-4	-5%	34%	9	?
Cc1cccc(-n2c(N)cc(=O)[nH]c2=S)c1C	-2%	0%	-8	4%	.	-3	17%
O=C(c1cc(C2CC2)on1)N1CCN(C(c2ccccc2)c2ccccc2)CC1	-11%	5%	16	2%	-10%	0	2%
Cc1ccccc1CCNC(=O)CCn1nc(C)c2c(C)n(-c3ccccc3)nc2c1=O	9%	-3%	15	-23%	?	-2	?
COc1ccc(OC)c2sc(NC(=O)c3ccc(Cl)s3)nc12	3%	4%	5	8%	50%[activator]	4	.
CC(=O)c1cc(-c2ccccc2)n(CC(=O)N2CCC(N3CCCCC3)CC2)c1C	-8%	1%	-2	-22%	4%	-1	-25%
O=C(Cn1cnc2sc3c(c2c1=O)CCCC3)NCCCC(=O)N1CCC2(CC1)OCCO2	-1%	-5%	-12	11%	?	-3	8%
CCN(CC)CCCNC(=O)c1ccccc1NC(=O)C1=CSCCO1	4%	-10%	-11	8%	11%	-3	5%
Cc1ccc(NC(=O)CCC(=O)N/N=C/c2cccs2)cc1	4%	0%	45	13%	?	6	-10%
Cc1cccc(N=Nc2cnc(N)s2)c1	-9%	-3%	49*	-27%	96%[activator]	47*	184%[activator]
CCOC(=O)CCC(NC(=O)CCCCC(=O)NC(CCC(=O)OCC)C(=O)OCC)C(=O)OCC (stereo unspecified)	-5%	-1%	-6	9%	?	-2	9%
CC1CC(C)(C)CC2(C1)NC(=O)N(CC(=O)N1CCN(Cc3ccc(C#N)cc3)CC1)C2=O (stereo unspecified)	-2%	.	.	1.4µM*	2%	.	-28%
Fc1ccc2c(c1)/C(=N/Nc1ccccn1)CCS2	0%	2%	58*	?	-20%	30*	?
CN(C)CCNC(=O)C(=O)NCC(c1ccc2c(c1)OCO2)N1CCN(c2ccc(F)cc2)CC1 (stereo unspecified)	-6%	-1%	-5	?	0%	-3	-6%
C=CCNC(=S)NNC(=O)c1csc(C)c1C	-8%	1%	13	5%	?	-4	15%
Cc1cc(NC(=O)c2cc(F)c(F)cc2Cl)no1	4%	4%	35*	12%	-5%	-1	30%[activator]
Cc1cccc2sc(N(CCCN(C)C)C(=O)COc3ccc(Cl)cc3)nc12	-5%	9%[11.5 µM]	-29	-5%	?	-4	8%
CCc1cccc(CC)c1NC(=O)c1cccc(NC(=O)c2ccccc2)c1	-1%	-2%	11	?	?	-2	.
O=C(COC(=O)/C=C/c1cnc2ccccc2n1)NCC(F)(F)F	-7%	0%	-4	22%	.	1	8%
CCOC(=O)COc1cc2oc(=O)cc(C)c2cc1[N+](=O)[O-]	2%	-4%	-1	-4%	22%	-3	64%[activator]
Cc1cc(C)nc(SCc2nnc(SCC(N)=O)n2Cc2ccco2)n1	-19%	-2%	-12	-9%	?	9	32%[activator]
O=C(COC(=O)c1cc(-c2cccc3ccccc23)nc2ccccc12)NC1CCS(=O)(=O)C1 (stereo unspecified)	-18%	2%	-12	12%	?	-2	2%
O=Cc1cccc(OC(=O)/C=C/c2ccco2)c1	1%	15%	80*	12%	-9%	52*	61%[activator]

# A portion taken from the entries so far:
smiles	Tb PYK inh	LmPK inhibitor	Shiga inhibitor	HCV inhibitor	Pf growth 96h	CHX counter	Pf growth 48h
CCOC(=O)CCC(NC(=O)CCCCC(=O)NC(CCC(=O)OCC)C(=O)OCC)C(=O)OCC (stereo unspecified)	-5%	-1%	-6	9%	?	-2	9%
CC1CC(C)(C)CC2(C1)NC(=O)N(CC(=O)N1CCN(Cc3ccc(C#N)cc3)CC1)C2=O (stereo unspecified)	-2%	.	.	1.4µM*	2%	.	-28%
Fc1ccc2c(c1)/C(=N/Nc1ccccn1)CCS2	0%	2%	58*	?	-20%	30*	?
CN(C)CCNC(=O)C(=O)NCC(c1ccc2c(c1)OCO2)N1CCN(c2ccc(F)cc2)CC1 (stereo unspecified)	-6%	-1%	-5	?	0%	-3	-6%
C=CCNC(=S)NNC(=O)c1csc(C)c1C	-8%	1%	13	5%	?	-4	15%
Cc1cc(NC(=O)c2cc(F)c(F)cc2Cl)no1	4%	4%	35*	12%	-5%	-1	30%[activator]
Cc1cccc2sc(N(CCCN(C)C)C(=O)COc3ccc(Cl)cc3)nc12	-5%	9%[11.5 µM]	-29	-5%	?	-4	8%
CCc1cccc(CC)c1NC(=O)c1cccc(NC(=O)c2ccccc2)c1	-1%	-2%	11	?	?	-2	.
O=C(COC(=O)/C=C/c1cnc2ccccc2n1)NCC(F)(F)F	-7%	0%	-4	22%	.	1	8%
CCOC(=O)COc1cc2oc(=O)cc(C)c2cc1[N+](=O)[O-]	2%	-4%	-1	-4%	22%	-3	64%[activator]
Cc1cc(C)nc(SCc2nnc(SCC(N)=O)n2Cc2ccco2)n1	-19%	-2%	-12	-9%	?	9	32%[activator]

# (more compounds)
smiles	Tb PYK inh	LmPK inhibitor	Shiga inhibitor	HCV inhibitor	Pf growth 96h	CHX counter	Pf growth 48h
OC(CNCCc1ccc(Cl)cc1Cl)COc1ccccc1 (stereo unspecified)	4%	0%	3	-1%	?	-2	?
O=c1c2cccc(Cl)c2nc2n1Cc1ccccc1-2	-11%	-14%	28	7%	187%[activator]	18*	73%[activator]
Cc1ccc(C(=O)NCCCN2CCOCC2)c(C)c1	0%	-2%	42	19%	-22%	20*	19%
COc1cc(C(=O)OCC(=O)c2c[nH]c3ccccc23)ccc1OCC(=O)N1CCOCC1	-5%	-1%	-12	-24%	?	-3	?
CCn1cc(C(=O)O)c(=O)c2cnc(N3CCN(C(=S)Nc4ccccc4Cl)CC3)nc21	2%	2%	17	8%	0.83µM*	2	0.37µM*
C[C@H]1NC(=O)[C@@]2(C)[C@@H](c3ccccc3)[C@H]3COc4ccccc4[C@H]3N2C1=O	1%	.	.	45%[activator]	2%	.	18%
Cc1nn(CCCC(=O)NCCc2ccc(Cl)cc2)c(=O)c2nn(-c3ccccc3)c(C)c12	4%&1%	-1%	22	?	13µM*	-1	-13%
Fc1ccccc1CNCCc1c[nH]c2ccccc12	5%	0%	-4	-6%	-14%	-6	.
O=C(CSc1nnc(Cc2cc(=O)[nH]c(=O)[nH]2)n1-c1ccccc1)N1CCCC1	-4%	-4%	-6	5%	?	-4	-2%
O=C(Nc1ccncc1)c1ccc(Cl)c(Cl)c1	3%	-4%	28	-24%	2.9µM*	13	?
COC(=O)c1cc(N=C(N)N=C(N)N)cc(C(=O)OC)c1	1%	-3%	23	15%	27%	1	?
O=C(c1ccco1)N1CCN(S(=O)(=O)c2ccc3c(c2)CCN3C(=O)C2CC2)CC1	-2%	2%	12	0%	?	6	?
Cc1noc(C)c1COc1ccc(C(=O)NNC(=O)c2ccccc2F)cc1	2%	.	.	-23%	-20%	.	-24%
O=C(O)/C=C\c1ccccc1Oc1ccc(F)cc1	1%	5%	3	9%	98%[activator]	12	-17%
CCN(Cc1ccccc1)c1ccc(/C=N/NS(=O)(=O)c2ccc(C)c([N+](=O)[O-])c2)cc1	-14%	3%	0	-9%	12%	5	-2%
Cc1ccc(S(=O)(=O)N(C)C)cc1NC(=O)CN1CCCC1	-3%	-5%	18	4%	21%	-4	15%
CN(C)NC(=O)c1cccc(Cl)c1	2%	-5%	2	-12%	-12%	-2	102%[activator]
O=C(NCC(c1cccnc1)N1CCN(c2ccccc2F)CC1)OCc1ccccc1 (stereo unspecified)	-2%	-2%	-17	?	57%[activator]	9	.
Cc1[nH]c2ccccc2c1-c1csc(NC(=O)CN2CCOCC2)n1	0%	-2%	22	13%	26%[5.75 µM]	-2	-5%
O=C(NC12CC3CC(CC(C3)C1)C2)c1ccc(-c2ccc(Cl)cc2)o1	0%	0%	129*	?	?	85*	44%[activator]
Cc1ccc(-n2[nH]c(C)c(/C=N/c3ccccn3)c2=O)cc1	3%	-20%	-14	15%	21%	-1	-5%
O=C(N/N=C/c1ccc(Cl)cc1)c1nc2ccc([N+](=O)[O-])cc2c(=O)[nH]1	-18%	-1%	-3	-4%	3%	-2	5%
Cc1ccccc1Cc1n[nH]c(=S)n1N	?	7%	-8	33%[activator]	?	-4	-7%
CN(Cc1cccs1)C(=O)Cn1cnc2cc([N+](=O)[O-])ccc2c1=O	-9%	7%	-10	-2%	34%	-4	-2%
COC(=O)C1=C(c2ccc(F)cc2OCc2ccccc2)C[C@@H]2CC[C@H]1N2C(=O)NCCc1ccc(F)cc1	-2%	.	.	?	?	.	12µM*

# Look-ups from the results shown.
# `O=C(c1ccco1)N1CCN(S(=O)(=O)c2ccc3c(c2)CCN3C(=O)C2CC2)CC1` @ CHX counter = 6
# `Cc1nn(CCCC(=O)NCCc2ccc(Cl)cc2)c(=O)c2nn(-c3ccccc3)c(C)c12` @ CHX counter = -1

# New compounds follow
smiles	Tb PYK inh	LmPK inhibitor	Shiga inhibitor	HCV inhibitor	Pf growth 96h	CHX counter	Pf growth 48h
N=C1S/C(=C\c2ccccc2F)C(=O)N1c1ccc(F)cc1	-1%	1%	-12	2%	22%	0	7%
COc1ccc(N/C=C/C(=O)C(F)(F)F)cc1	-4%	4%	-58	-3%	-17%	15	6%
COc1ccc(NC(=O)c2nn(C)c3c2CS(=O)(=O)c2ccccc2-3)cc1	2%	9%	-3	-2%	?	13	7%
O=C(CSc1nc2ccccc2c(=O)n1NC(=O)Cc1ccccc1)NCCc1ccccc1	3%	2%	-4	-2%	?	-4	1%
O=C(O)c1ccc(COc2ccc3ccccc3c2)o1	-3%	-18%	94*	18%	376%[activator]	42*	121%[activator]
COC(=O)c1cc(NC(=O)C2(S(=O)(=O)c3ccc(Cl)cc3)CC2)cc(C(=O)OC)c1	3%	5%	22	-10%	48%[activator]	0	?
CC(=O)C1=C(c2ccccc2)NC(=O)NC1c1ccccc1 (stereo unspecified)	1%	3%	-4	14%	?	1	17%
O=C(COC(=O)C1(c2ccc(Cl)cc2)CCCC1)NCc1ccco1	-6%	4%	25	6%	-1%	-2	-25%
Cc1cccc(-n2c(-c3cccc([N+](=O)[O-])c3)nc3nc4ccccc4nc32)c1	.	3%	-3	-2%	?	-2	-3%
COc1ccccc1Oc1ccc(S(=O)(=O)N2CCCCC2)cc1NC(=O)CCNC(C)=O	3%	-8%	19	.	5.9µM*	8	12µM*
CN(C)c1ccc(NC(=O)CN2CCC(C(=O)c3ccc(F)cc3)CC2)cc1	-15%	6%	38	11%	?	12	?
Cc1ccc(S(=O)(=O)N2CCN(C(=O)CN3CCc4ccccc4C3)CC2)cc1	29%	4%	-28	3%	-11%	-4	-24%
COc1cc(/C=C/C(=O)N(Cc2ccccc2)c2ccccn2)cc(OC)c1OC	1%	4%	0	-25%	-8%	5	-24%

# Compound activity deposited in PubChem by National Center for Advancing Translational Sciences (NCATS).
